Assay outcomes (PubChem BioAssay)
NCI-60 one-dose screen, 48 h, at 10 µM unless noted. Numbers give growth in % (100 = growth as untreated, 0 = no growth, -100 = all killed).
COLO 205: COLO 205 colon cancer; 7.3% of 79,000 active
OVCAR-4: OVCAR-4 ovarian cancer cells; 3.7% of 80,000 active; AID 1794784
SK-OV-3: SK-OV-3 ovarian cancer cells. 3.2% of 80,000 active
KM12: KM12 colon cancer cells; 5% of 82,000 active
IGROV1: IGROV1 ovarian cancer; AID 1794786; 4.7% of 79,000 active
SW-620: SW-620 colon cancer; 5.2% of 82,000 active; AID 1794795
HCT-15: HCT-15 colon cancer. AID 1794746. 5.2% of 82,000 active
HT29: HT29 colon cancer. AID 1794748. 7.4% of 81,000 active
HCT-116: HCT-116 colon cancer; 7.3% of 82,000 active; AID 1794798
* marks the source's active call; other numbers are inactive results; . = no result given; & = joins results of further samples; [ ] = remark or other dose. The calls were made as follows: active = growth percent below 10; inactive = the rest. Outcome played no part in choosing rows. Share with any hit: about 12%.

SMILES	COLO 205	OVCAR-4	SK-OV-3	KM12	IGROV1	SW-620	HCT-15	HT29	HCT-116
CCCCCCc1cn(C(C)c2ccc(OC3CCCC3)c(OC)c2)nn1 (stereo not given)	108	100	101	93	91	98	95	102	91
O=C(Nc1ccccc1)C(Cc1ccccc1)c1ccccc1 (stereo not given)	112	92	108	97	113	108	85	106	95
COc1ccc(/C=C2\Cc3cc4c(cc3C2=O)OCO4)cc1OC	77	89	91	27	60	32	30	40	43
CCCC(=O)Oc1ccc(/C(=C(/C)Cc2ccc(OC)cc2)c2ccc(OCCCN(C)C)cc2)cc1	87	93	98	95	92	102	63	47	81
Cc1ccc2c(c1)nc(-c1ccccc1)n2CC(=O)N=Nc1c(O)[nH]c2ccc(Cl)cc12	-88*	-71*	-73*	-56*	-86*	0.8*	-46*	-63*	-82*
Cc1ccc(O)c(Cc2ccc(Br)cc2)c1	111	98	105	95	99	92	87	123	97
c1ccc2c(c1)COC(NNC1=Nc3ccccc3CO1)=N2	112	106	114	116	106	106	107	103	116
CCOC(=O)[C@H](CCc1ccccc1)N[C@H]1CCc2ccccc2N(CC(=O)O)C1=O	51	93	107	94	91	99	93	70	89
Cc1ccc2nc(NC(=O)Nc3cccc(Cl)c3)sc2c1	117	99	102	99	98	106	92	104	95
COc1ccc(Cl)cc1N1CC(c2nc3ccccc3n2Cc2c(F)cccc2Cl)CC1=O (stereo not given)	92	64	100	.	72	93	77	82	67
Cc1ccc(S(=O)(=O)Oc2ccc([N+](=O)[O-])cc2)cc1	113	98	103	102	96	104	101	96	106
CC(NS(C)(=O)=O)c1ccccc1 (stereo not given)	102	94	98	102	100	103	101	99	101
COc1ccc(/C=C/c2cc[n+](C)cc2)cc1OC	104	122	106	96	114	103	96	116	113
Cc1ccc2c(-c3nnc(N)s3)cc(=O)oc2c1C	119	100	109	105	98	98	97	106	96
COc1ccc(C(F)(F)F)cc1[N+](=O)[O-]	120	116	119	112	109	107	105	103	104
O=C(c1c[nH]c(=O)c(-c2ccc([N+](=O)[O-])cc2)c1)c1ccccc1O	95	98	80	88	98	91	91	91	95
COc1ccc(C(=O)/C=C/c2cn(-c3ccccc3)nc2-c2ccc(S(C)(=O)=O)cc2)cc1	106	86	114	49	84	68	44	79	76
O=C1Nc2ccccc2/C1=C\c1nc(-c2ccccc2F)n2ccccc12	73	-34*	-1.0*	34	3.0*	26	42	12	-36*
COc1ccc(CC(C#N)c2cc3ccccc3[nH]2)cc1 (stereo not given)	100	95	94	85	95	94	92	97	92
COc1cc2ccc(/C(C)=N/NC(N)=S)cc2cc1OC	102	97	101	105	95	87	76	90	91
CCCCCCCCCCCCCCCC(=O)OC	104	105	91	106	104	105	98	98	83
Cc1ccc(-c2cc(-c3ccccc3Br)[nH]c(=O)c2C#N)s1	111	94	106	93	105	106	91	121	99
CC(=O)Nc1cc2c(c(Cl)c1Cl)-c1ccccc1C2=O	101	105	90	104	106	100	96	110	99
O=[N+]([O-])c1ccc(-c2csc(NN=C(c3ccccc3)c3ccccc3)n2)cc1	93	73	97	85	96	90	96	70	93
N#Cc1c(-c2cccs2)cc(-c2cccc(Cl)c2)[nH]c1=O	117	108	111	106	111	99	102	109	99
Remaining list, next part
SMILES	COLO 205	OVCAR-4	SK-OV-3	KM12	IGROV1	SW-620	HCT-15	HT29	HCT-116
COc1cccc(C(=O)NNC(=O)c2cccc3ccccc23)c1	108	109	100	115	131	107	100	98	108
CC1=Nc2cnc(Nc3ccc(OCCN4CCCCC4)cc3)nc2Nc2ccccc21	64	53	35	13	15	62	28	51	64
Cc1ccc(N=Nc2ccc3c(S(=O)(=O)O)cccc3c2O)c(C)c1	110	106	90	100	94	97	106	95	104
CCOC(=O)C1=C(CSC(=S)N2CCOCC2)N(C)C(=O)NC1c1ccccc1 (stereo not given)	101	101	101	95	97	105	93	102	95
CN1C(=O)N(C)C2C1NN=c1s/c(=C\c3ccsc3)c(=O)n12 (stereo not given)	41	90	60	19	47	27	25	9.4*	18
C=CCN1C(=O)[C@]2(SC1=S)[C@H](c1cccc(Cl)c1)CN(C)[C@]21C(=O)NC2C=CC(Cl)=C[C@H]21 (stereo not given in full)	.	49	58	64	48	31	27	28	33
CCCC(O)Cn1ncc(C(=O)OCC)c1NC(=O)NCc1cccc(C(F)(F)F)c1 (stereo not given)	109	104	85	103	84	106	104	86	61
Cc1ccc(S(=O)(=O)NCC[C@@H]2C[C@H]2c2cc3ccccc3o2)cc1	120	96	111	95	107	98	102	99	95
COc1cc2nnc3c4cccnc4[nH]c3c2cc1OC	50	30	82	32	.	9.6*	16	-2.6*	5.7*
COc1ccc(Cl)cc1N	123	106	111	102	.	107	119	113	105
CCCCCCCCCCN1C(=O)/C(=c2\sc3n(c2=O)NC2C(N=3)N(CC)C(=O)N2CC)c2ccccc21 (stereo not given)	109	103	96	102	99	98	99	102	96
CCOC(=O)C1(C(=O)OCC)NC(=O)CC1CC(C)C (stereo not given)	111	.	112	111	.	103	108	110	113
COc1cc([N+](=O)[O-])c(S(=O)(=O)O)cc1N	96	123	93	112	93	112	104	97	105
N#Cc1c(N2CCN(Cc3ccccc3)CC2)nc(=S)[nH]c1-c1ccc([N+](=O)[O-])cc1	98	116	103	127	109	101	117	113	109
O=C1c2ccccc2OC=C(c2ccccc2)N1CCCCN1CCCCC1	-34*	59	13	49	74	72	86	14	27
COc1ccc(-c2nc3ccccn3c2N)cc1	110	102	107	108	110	114	112	99	102
Nc1c(Cl)cc(C(=O)NC2CC2)cc1Cl	111&105	102	101&105	105&123	98&116	106&105	104&107	112&113	124&105
FC(F)(F)c1ccc(-c2cnc(C3=NCCN3)nc2NC2CCCCCC2)cc1	107	102	100	108	95	101	94	94	88
Nc1nc(Nc2ccccc2)nn1Cc1cccc(C(F)(F)F)c1	120	87	88	60	90	116	89	104	85
CCCN(CCC)C1N=C(C)Nc2c1sc(=O)n2-c1ccc(OC)cc1OC (stereo not given)	102	86	80	107	100	93	92	103	88
OCc1cccc(O)c1	114	.	108	108	105	107	101	100	110
CC(C)C[C@@H]1N[C@]2(C(=O)Nc3ccccc32)[C@@H](c2ccc(F)cc2)[C@@H]1C(=O)c1ccc(O)cc1	108	86	96	92	49	101	88	93	82
O=C(CN1CCN(c2cc3c(cc2F)c(=O)c(C(=O)O)cn3C2CC2)CC1)N/N=C/c1cccs1	120	107	104	103	108	107	103	100	94
CC1CCCCN1CCCNC(=O)c1ccc(N)cc1 (stereo not given)	.	114	114	110	92	102	103	107	96
CCCCCCCCCCCCCC[N+](C)(C)CCCCCCCCCCCCCC	66	62	86	76	9.6*	76	75	31	51

Another view of part of the listing above.
structure | COLO 205 | OVCAR-4 | SK-OV-3 | KM12 | IGROV1 | SW-620 | HCT-15 | HT29 | HCT-116
COc1ccc(-c2nc3ccccn3c2N)cc1 | 110 | 102 | 107 | 108 | 110 | 114 | 112 | 99 | 102
Nc1c(Cl)cc(C(=O)NC2CC2)cc1Cl | 111&105 | 102 | 101&105 | 105&123 | 98&116 | 106&105 | 104&107 | 112&113 | 124&105
FC(F)(F)c1ccc(-c2cnc(C3=NCCN3)nc2NC2CCCCCC2)cc1 | 107 | 102 | 100 | 108 | 95 | 101 | 94 | 94 | 88

Continuation:
SMILES	COLO 205	OVCAR-4	SK-OV-3	KM12	IGROV1	SW-620	HCT-15	HT29	HCT-116
Cc1ccc(Cn2c(=O)[nH]c(=O)n(Cc3ccc(Cl)cc3)c2=O)cc1	105	107	98	101	115	107	105	110	102
Nc1ccc2cc(Br)c3ccccc3c2c1	115	57	81	33	82	.	33	88	71
C[C@@]1(F)[C@H](O)[C@@H](CO)O[C@@H]1n1ncc(=O)[nH]c1=O	104	92	91	105	102	104	102	89	94
CN(C)c1ccc(-c2ccccc2)cc1	120	.	116	107	99	111	100	93	108
Cc1c(Cc2ccccc2)c(=O)oc2c(C)c(OCc3nnc(SC(C)C)o3)ccc12	.	108	101	98	97	103	109	91	98
CC(=NCc1ccccc1)c1ccc(O)cc1O	105	101	103	104	105	109	101	104	104
COc1ccc(/C=N/N=C2c3ccccc3-c3ccccc32)cc1OC	99	100	93	92	106	95	85	74	97
Cc1ccc(N(C)c2cc(NC3CC3)n3ncc(C#N)c3n2)cc1N(C)C(=O)C1CC1	94	74	81	92	59	94	58	91	75
CCN(CC)CCCC(C)Nc1nc(-c2ccc(OC)cc2)nc2cc(Cl)ccc12 (stereo not given)	42	69	91	66	44	81	50	28	47
CCOC(=O)COc1ccc(/C=C(\C)[N+](=O)[O-])c2ccccc12	104	112	105	92	76	99	103	.	64
COc1ccc2[nH]cc(-c3nonc3-c3c[nH]c4ccc(OC)cc34)c2c1	82	80	80	53	86	98	59	60	73
C=C(C)[C@@H]1CC[C@]2(C)[C@H](CC=C3[C@@H]4CC(C)(C)CC[C@]4(C=O)CC[C@]32C)[C@@]1(C)CCCN	-62*	86	94	77	88	30	42	7.1*	23
COc1cc(-c2nc(SCCC(C)C)nc(Nc3ccccc3C)c2C#N)cc(OC)c1OC	113	110	.	105	108	112	103	107	104
N/N=C1\c2ccccc2-c2ccc(N)cc21	105	85	95	97	84	103	101	.	97
CCC(C)NCCO (stereo not given)	103	112	94	106	101	108	108	105	102
O=C1/C(=C/c2cc(O)cc(O)c2)Oc2cc(O)ccc21	.	100	.	116	109	106	101	105	85
Oc1ccccc1-c1nc2ccccc2o1	110	113	94	97	103	103	86	107	98
CC1(C)C(=O)/C(=C\c2ccccc2)C[C@]2(C)[C@H]3CC[C@@H]4[C@@H](C(=O)/C=C/c5ccccc5)CC[C@@]4(C)[C@]3(C)CC[C@@H]12	116	74	105	93	109	96	94	86	67
O=C1CC=C2C3CC4N(CCC45c4ccccc4N1C25)C/C3=C\CBr (stereo not given)	116	107	108	.	100	116	94	108	109
CC(C)OC(=O)Nc1ccc(-c2ccc(NC(=O)OC(C)C)cc2)cc1	93	.	108	86	91	101	44	93	73
N#C/C(=C\c1cc2ccccc2[nH]1)c1cc(-c2ccc(Cl)cc2)n[nH]1	99	95	98	98	46	112	65	99	100
O=C1NC(=O)/C(=C/c2ccc(OCc3cc4ccccc4nc3Cl)cc2)S1	122	94	109	100	108	104	88	117	98
COc1ccc(C2C=C(c3ccc(N)cc3)N=C3SC=C(C)N32)cc1OC (stereo not given)	94	87	99	92	97	102	90	93	82
O=c1[nH]c2cc(Cl)ccc2nc1/C=C(\O)c1ccc(O)cc1	114	102	102	95	114	108	101	106	111
COc1ccc2oc(=O)cc(-c3nccc4c3[nH]c3ccccc34)c2c1	110	99	84	99	94	97	98	98	76

Single records (already shown). Order of screens: COLO 205 | OVCAR-4 | SK-OV-3 | KM12 | IGROV1 | SW-620 | HCT-15 | HT29 | HCT-116
`Nc1ccc2cc(Br)c3ccccc3c2c1` is entered as 115 | 57 | 81 | 33 | 82 | . | 33 | 88 | 71
`CC(C)OC(=O)Nc1ccc(-c2ccc(NC(=O)OC(C)C)cc2)cc1` is entered as 93 | . | 108 | 86 | 91 | 101 | 44 | 93 | 73

The listing continues:
SMILES	COLO 205	OVCAR-4	SK-OV-3	KM12	IGROV1	SW-620	HCT-15	HT29	HCT-116
Cc1cn(-c2nc3c(c(NCc4ccccc4)n2)COCC3)c2cccc(C(N)=O)c12	88[0.5 µM]	59[0.5 µM]	111[0.5 µM]	63[0.5 µM]	82[0.5 µM]	86[0.5 µM]	82[0.5 µM]	63[0.5 µM]	11[0.5 µM]
Cc1ccc(-c2cn(-c3ccc(Cl)cc3)c(SCc3ncc(C)cc3C)n2)cc1	95	88	90	96	97	97	95	71	74
NNC(=O)CN(CC(=O)NN)CC(=O)NN	104	110	104	110	110	108	102	104	106
COc1cc(C2CC(c3c(C)[n+]([O-])c4ccc(F)cc4[n+]3[O-])=NN2)cc(OC)c1OC (stereo not given)	131	106	107	.	.	98	109	113	95
CCCCCCCCCCN1C(=O)/C(=c2\sc3n(c2=O)C2C(NN=3)N(CC)C(=O)N2CC)c2ccccc21 (stereo not given)	102	97	115	103	98	97	100	106	94
COc1ccc2c(c1)c(-c1nc(-c3c[nH]c4ncccc34)cs1)cn2CCN	32	57	61	24	30	55	44	56	54
O=c1cc(-c2ccccc2)nc2c(Cl)cc(Cl)cn12	103&104	85&106	106&103	98&103	84&86	101&113	82&92	90&101	95&102
O=S(=O)(c1ccc(NC(=S)N2CCOCC2)cc1)N1CCCCC1	.	99	.	106	111	100	105	105	94
COc1ccc(C(=O)/C=C/c2cccnc2)cc1S(N)(=O)=O	24	92	88	1.8*	59	13	4.6*	24	-18*
CON1C(=O)CC[C@]2(C)[C@H]3CC[C@@H]4C([C@@]5(C)CCC(=O)O5)CC[C@@]4(C)[C@]3(C)CC[C@H]2C1(C)C (stereo not given in full)	124	93	104	101	111	103	100	95	91
c1ccc2c3c([nH]c2c1)C1(CCCC1)c1c([nH]c2ccccc12)C31CCCC1	92	85	87	87	71	91	95	89	82
Nc1ccc(C(F)(F)F)cc1[N+](=O)[O-]	113&110	115&104	105&108	108&100	105&101	98&99	111&105	101&103	98&102
COc1cc(/C=C/C(=O)c2cc(-c3ccc(F)cc3)ccc2O)cc(OC)c1OC	88	68	90	86	84	81	84	87	60
O=C(O)c1cccnc1C(=O)O	95&109	97&100	100&104	113&111	101&103	99&109	100&95	93&102	92&100
COc1cc2cc(/C=C3\SC(=Nc4ccc(S(N)(=O)=O)cc4)NC3=O)c(Cl)nc2c(OC)c1OC	92	82	94	90	79	78	96	100	84

Part of the list above in order of molecular weight, ascending.
SMILES	COLO 205	OVCAR-4	SK-OV-3	KM12	IGROV1	SW-620	HCT-15	HT29	HCT-116
O=c1cc(-c2ccccc2)nc2c(Cl)cc(Cl)cn12	103&104	85&106	106&103	98&103	84&86	101&113	82&92	90&101	95&102
O=S(=O)(c1ccc(NC(=S)N2CCOCC2)cc1)N1CCCCC1	.	99	.	106	111	100	105	105	94
COc1ccc2c(c1)c(-c1nc(-c3c[nH]c4ncccc34)cs1)cn2CCN	32	57	61	24	30	55	44	56	54
